FXIa inh 1536 – inhibitors of human coagulation factor XIa | AID 798 | inhibition, % at 5 µM | P03951 | purified FXIa, Boc-Glu-Ala-Arg-AMC fluorogenic substrate | hit rate 0.14% among 220,000;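 active = inhibition of at least 40%; inactive = inhibition below 40%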;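 note: fluorescence of freed AMC excited at 355 nm; 0% = enzyme without compound and 100% = no enzyme blank; many of its hits are not listed in these tables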
Furin inhibitor – human furin inhibition. inhibition, % at 30 µM. hit rate 0.061% among 220,000. P09958. AID 463115. purified furin, fluorogenic substrate cleavage; in the data active = inhibition above about 25%; note: inactives centre near -15
Target sequence (P09958 108-714 limits assumed): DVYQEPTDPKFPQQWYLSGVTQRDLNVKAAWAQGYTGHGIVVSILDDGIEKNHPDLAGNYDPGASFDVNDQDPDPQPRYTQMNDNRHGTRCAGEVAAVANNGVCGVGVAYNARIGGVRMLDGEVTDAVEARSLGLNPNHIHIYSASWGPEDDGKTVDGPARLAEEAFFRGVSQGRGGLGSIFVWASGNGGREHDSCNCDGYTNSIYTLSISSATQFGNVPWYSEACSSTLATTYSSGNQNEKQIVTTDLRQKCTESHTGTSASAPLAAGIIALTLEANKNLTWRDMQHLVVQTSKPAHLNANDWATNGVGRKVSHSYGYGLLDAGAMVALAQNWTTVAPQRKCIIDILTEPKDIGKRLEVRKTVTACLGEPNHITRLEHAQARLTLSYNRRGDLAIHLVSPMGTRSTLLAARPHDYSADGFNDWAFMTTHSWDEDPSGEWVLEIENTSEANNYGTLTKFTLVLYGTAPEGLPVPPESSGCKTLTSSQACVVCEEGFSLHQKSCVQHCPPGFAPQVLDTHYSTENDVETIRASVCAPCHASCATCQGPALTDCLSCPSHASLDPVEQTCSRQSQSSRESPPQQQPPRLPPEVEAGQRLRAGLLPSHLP
FXIIa inh 1536 – blocks human coagulation factor XIIa protease activity; purified FXIIa, Boc-QGR-AMC fluorogenic substrate, 2 h; hit rate 0.3% among 220,000; P00748; inhibition, % at 5 µM; in the data active = inhibition above about 40%;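 note: 0% = enzyme with no compound and 100% = blank without enzyme; many of its hits are not listed in these tables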
p97 inhibitor – inhibitors of human p97 ATPase; AID 1481; recombinant p97 ATPase, Kinase-Glo ATP luminescence, 3 h; inhibition, % at 8 µM; hit rate 0.42% among 220,000; P55072; in the data active = inhibition above about 15%;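 note: 0% = DMSO vehicle and 100% = wells lacking enzyme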
PERK inhibitor – human PERK inhibition, primary cell-based screen | CHO PERK-DD fusion, SEAP luminescence translation reporter | hit rate 0.17% among 220,000 | inhibition, % at 5.6 µM | Q9NZJ5;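 active = inhibition above the mean inhibition of all tested compounds plus 3 SD, set separately per screening campaign, cut at about 2.9% in these data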;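 note: PERK kinase domain activated by AP20187 dimerizer at 100 nM; 0% = DMSO with dimerizer and 100% = rapamycin at 8.4 µM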
KCC2 mod – KCC2 (human) Cl- transport modulation. hit rate 2.2% among 190,000. B-score of Tl+ flux slope (higher = more flux/activation; lower = inhibition) at 10 µM. Q9H2X9. KCC2 cells, thallium flux FluoZin-2 fluorescence. AID 1456;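 active = thallium flux slope and its plate-corrected score both differing from the plate sample mean at a set confidence after two filtering rounds, in either direction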;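 note: slope of fluorescence scaled to starting intensity during 10 to 20 s after thallium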
Wee1 stabilizer – blocks degradation of human Wee1 kinase; P30291; HeLa Luc-Wee1K328M stability, luciferase luminescence; 100% = proteasome inhibitor MG132 effect; reporter increase, % at 5 µM; hit rate 1.2% among 220,000; AID 1321;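 active = activation above the mean of all tested compounds plus 3 SD, set per screening run, cut at about 8.8% in these data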;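 note: cells exposed to compound for 20 h before luminescence read; 0% = DMSO alone and 100% = MG132 at 30 µM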
thrombin 1536 – thrombin (human) inhibition; alpha-thrombin, Boc-VPR-AMC fluorogenic substrate cleavage; inhibition, % at 5 µM; hit rate 0.26% among 220,000;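 active = inhibition at or above 40%; inactive = inhibition below 40%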;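 note: 0% = enzyme with no compound and 100% = wells without enzyme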
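System: human alpha-thrombin protein; Compound dosing: one concentration per compound, 5 µM, with 0.2% DMSO; Timing: reaction at room temperature; Technique: AMC fluorescence, 355/460 nm; Controls: enzyme without compound as high, wells lacking enzyme as low.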
KLK5 inh – blocks human kallikrein 5 protease activity. recombinant hK5, fluorogenic AMC substrate cleavage. Q9Y337. hit rate 0.59% among 210,000. inhibition, % at 5 µM;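 active = inhibition of 40% or more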;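 note: 0% = enzyme controls without compound and 100% = no-enzyme blanks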
Target sequence (Q9Y337 67-293 limits assumed): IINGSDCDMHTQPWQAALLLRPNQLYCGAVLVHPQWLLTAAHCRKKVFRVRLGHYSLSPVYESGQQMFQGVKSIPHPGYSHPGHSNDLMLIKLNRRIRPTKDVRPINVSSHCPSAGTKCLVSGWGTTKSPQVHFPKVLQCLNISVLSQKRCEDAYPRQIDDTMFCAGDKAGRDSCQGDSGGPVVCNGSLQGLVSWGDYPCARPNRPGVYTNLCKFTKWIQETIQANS
Starred values were filed as active, the others as inactive; x = not tested or not shown; [ ] = remark or other dose.

1	CCn1c(O)c(N=NC(=O)C2C(=O)NCC2c2ccccc2)c2ccccc21 (stereo unspecified)
2	CCSc1nnc2c(n1)OC=Nc1ccc(Br)cc1-2
3	CCc1ccc(NC(=O)CN2CCc3ccccc3C2)cc1
4	CCCNC(=O)COC(=O)c1cc(C)nc2ccccc12
5	O=C(CSc1ncn[nH]1)Nc1ccc(Cl)c(Cl)c1
6	Cc1ccc(Cn2nnc3c(=O)n(CC(=O)N4CCCCC4)cnc32)cc1
7	O=C(c1ccc2c(c1)OCCO2)C1CCN(C(=O)c2ccc(F)c(F)c2)CC1
8	Cc1ccc(-n2c(C)cc(/C=N/NC(N)=S)c2C)cc1
Compound	1	2	3	4	5	6	7	8
FXIa inh 1536	-1	-5	5	-6	1	14	3	4
Furin inhibitor	-3	-16[20 µM]	-20[20 µM]	-9	-8[20 µM]	-6	8	-15
FXIIa inh 1536	7	9	13	0	20	16	20	12
p97 inhibitor	1	3	-2	4	2	-3	-3	4
PERK inhibitor	0.3	0.6	1.0	-0.1	1.4	0.1	-0.2	0.1
KCC2 mod	-1.6	x	-0.024	0.27	-0.78	x	0.65	0.14
Wee1 stabilizer	-2	1	0	-2	-2	-1	0	7
thrombin 1536	-10	-3	4	-10	0	3	-7	6
KLK5 inh	-9	-22	-15	-6	-9	3	-13	0

9	COc1ccc(CNC(=O)COC(=O)CC2CC3CCC2C3)cc1OC (stereo unspecified)
10	Cc1nc2sc(C(c3ccco3)N3CCN(C(c4ccccc4)c4ccccc4)CC3)c(O)n2n1 (stereo unspecified)
11	CCCC(C)C(=O)Nc1ccc(Cl)cn1 (stereo unspecified)
12	COCCNC(=O)C(OC(=O)c1cccs1)c1ccc(F)cc1 (stereo unspecified)
13	COc1ccc(-c2nnn(CC(=O)NCc3cccs3)n2)cc1OC
14	O=C(CSc1nnc2ccccn12)Nc1cccc(-c2nc3ccccc3s2)c1
15	COc1cc(NC(=O)COC(=O)c2ccccc2F)cc(OC)c1
16	CCCCNC(=O)c1[nH]c(C)c(C(C)=O)c1C
Compound	9	10	11	12	13	14	15	16
FXIa inh 1536	3	x	-46	2	-1	-1	-6	0
Furin inhibitor	-6	-19	-12[20 µM]	-25	-14[20 µM]	-19	-8	-28
FXIIa inh 1536	13	x	17	7	10	3	-3	7
p97 inhibitor	1	-3	-4	1	5	6	-4	2
PERK inhibitor	1.1	-1.7	-0.7	0.8	0.9	1.3	0.3	1.1
KCC2 mod	-0.23	0.33	0.33	-0.76	0.13	-0.029	0.29	0.52
Wee1 stabilizer	1	2	-1	-2	0	-3	0	5
thrombin 1536	-10	x	0	-1	-3	-16	11	-7
KLK5 inh	-15	x	3	x	-9	-7	0	5

17	COCCN(CCOC)S(=O)(=O)c1ccc(C(=O)Nc2nc3c(s2)CCc2ccccc2-3)cc1
18	O=C(NC1CCCC1)C1CCCN(S(=O)(=O)c2ccc(-n3cnnn3)cc2)C1 (stereo unspecified)
19	Cc1ccc(-c2cc(C(F)(F)F)n3ncc(C(=O)NCc4ccco4)c3n2)cc1
20	COc1ccc(NC(=O)Nc2ccc(F)c(F)c2)c(OC)c1
21	Cc1ccccc1NS(=O)(=O)c1ccc(NC(=O)c2ccco2)cc1
22	CSCCC1NC(=O)N(CC(=O)Nc2ccc(-c3ccccc3)cc2)C1=O (stereo unspecified)
23	COc1ccccc1N1CCN(C(=O)CN(c2ccccc2OC)S(=O)(=O)c2ccccc2)CC1
24	Cc1ccc(-c2nn3c(C)nnc3s2)cc1NC(=O)c1cccnc1
Compound	17	18	19	20	21	22	23	24
FXIa inh 1536	5	3	-6	1	12	11	-1	4
Furin inhibitor	-6	-33	-7	-32	-12[20 µM]	-26	-17[20 µM]	-16[20 µM]
FXIIa inh 1536	0	5	5	8	16	9	14	16
p97 inhibitor	5	3	-1	4	-6	-4	-4	6
PERK inhibitor	0.1	-0.1	0.5	0.8	-0.2	0.1	-1.6	0.7
KCC2 mod	-0.94	0.026	x	0.27	1.2	0.053	-0.22	-0.88
Wee1 stabilizer	-1	2	1	0	-1	1	-2	0
thrombin 1536	-10	18	-6	0	6	1	-1	-1
KLK5 inh	-14	-5	8	x	9	1	-8	-15

25	COc1cccc(NC(=O)c2oc3ccccc3c2NC(C)=O)c1
26	COc1ccc(NC(=O)CSc2nnc(CNC(=O)COc3ccc(Cl)cc3)o2)c(OC)c1
27	COC(=O)c1cccc(NC(=O)COC(=O)CSc2nc(C)cc(C)n2)c1
28	Cc1cc(Cl)c(S(=O)(=O)N2CCCC2)cc1OCC(N)=O
29	COC(=O)CCC(=O)c1oc2ccccc2c1N
30	CC(=O)NS(=O)(=O)c1ccc(NS(=O)(=O)c2ccccc2[N+](=O)[O-])cc1
31	COc1ccc(CN2CC(=O)N(c3ccc(C)cc3C)C2=S)cc1OC
32	Cc1ccccc1OCCNCC(C)O (stereo unspecified)
Compound	25	26	27	28	29	30	31	32
FXIa inh 1536	2	0	6	3	-6	-6	0	-4
Furin inhibitor	-8	-21	-2[20 µM]	-32	1	-10	4	-22
FXIIa inh 1536	17	11	17	12	-4	-2	6	8
p97 inhibitor	-12	4	1	2	5	1	-10	0
PERK inhibitor	-1.3	0.0	1.5	1.1	0.9	-0.8	-0.8	0.3
KCC2 mod	x	x	0.95	0.17	0.41	0.23	0.33	0.39
Wee1 stabilizer	0	0	-4	0	-1	-1	-3	5
thrombin 1536	4	1	6	-2	-10	-5	17	-10
KLK5 inh	-4	0	4	x	-14	-5	15	0

33	CC(C)(C)OC(=O)N[C@@H](Cc1ccccc1)c1nnc(S(=O)(=O)Cc2ccccc2)o1
34	Cc1ccc(C(=O)c2c(NC(=O)CSc3nnc(N)s3)sc3c2CCCC3)cc1
35	CC(OC(=O)CCc1nc2ccccc2c(=O)[nH]1)C(=O)NC1CCCC1 (stereo unspecified)
36	COCC(C)n1c(=O)sc2ccccc2c1=O (stereo unspecified)
37	Cn1c(Cc2ccccc2)n[nH]c1=S
38	Cc1ccsc1CN1CCN(c2ccccn2)CC1
39	CCOC(=O)c1ccc(NC(=O)Cn2ccc([N+](=O)[O-])n2)cc1
40	C#CCOCCOCCOCCNc1nc(N2CCN(C(=O)[C@H](CCC(=O)O)n3cc(C(N)Cc4ccc(O)cc4)nn3)CC2)nc(N2CCN(C(=O)[C@H](Cc3ccc(O)cc3)n3cc(C(N)CC(C)C)nn3)CC2)n1 (stereo partly specified)
Compound	33	34	35	36	37	38	39	40
FXIa inh 1536	20	-4	-6	-2	0	-7	7	1
Furin inhibitor	-23	0	-1	-15	-24	-11	-42	-13
FXIIa inh 1536	26	1	6	5	3	7	1	5
p97 inhibitor	-1	-1	-1	6	5	4	1	x
PERK inhibitor	0.8	-1.2	0.5	0.6	1.5	1.2	-0.7	x
KCC2 mod	-1.1	-0.73	1.3	0.39	0.52	0.027	0.77	0.52
Wee1 stabilizer	6	1	-1	-2	0	-3	-2	x
thrombin 1536	14	-9	-13	-5	-2	-3	2	-1
KLK5 inh	-6	-4	11	-3	-9	-12	-15	2

41	CCCn1c(=O)c2ccccc2n2c(SCCOc3ccc(C)cc3)nnc12
42	C=CCOc1ccccc1C1NC(=O)NC(C)=C1C(=O)NCc1ccccc1 (stereo unspecified)
43	Cn1cccc1/C=N/NC(=O)c1ccccn1
44	CN(C)S(=O)(=O)c1cccc(C(=O)OCC(=O)NC2CCCc3ccccc32)c1 (stereo unspecified)
45	CC1=C(CCN2CCN(C3CCCC3)C(CCO)C2)C(C)(C)CCC1 (stereo unspecified)
46	COc1cc(-c2nnc(SCC(=O)c3ccc(C)cc3)o2)cc(OC)c1OC
47	CN(C)/C(=N\O)c1c(Cl)cccc1Cl
48	O=C1C(Cl)=C(NCC2CCCO2)C(=O)N1Cc1ccccc1 (stereo unspecified)
Compound	41	42	43	44	45	46	47	48
FXIa inh 1536	5	4	-7	-7	2	3	-10	2
Furin inhibitor	-18	-21[20 µM]	2	-16	-26	-19[20 µM]	-2	-20
FXIIa inh 1536	6	15	5	6	11	13	8	6
p97 inhibitor	2	-2	-23	2	0	-4	2	0
PERK inhibitor	0.2	-1.6	0.6	0.8	1.2	-0.9	-0.3	-0.5
KCC2 mod	-1.7	x	0.063	-0.41	-0.4	0.71	1.1	x
Wee1 stabilizer	0	-1	-1	-1	-4	0	0	0
thrombin 1536	0	-1	-11	4	-3	0	-1	-3
KLK5 inh	1	0	-1	5	x	2	12	-1

49	O=C(Nc1ccccc1Cl)C1CCN(Cc2cnn(-c3ccccc3)c2-n2cccc2)CC1
50	COc1cccc(CNC(=O)CN(c2cc(C)cc(C)c2)S(=O)(=O)c2c(C)noc2C)c1
51	COC(=O)c1ccc(C2OCC(C)(C)CO2)cc1
52	COc1ccc(/C=N/Nc2ccccn2)cc1OC
53	COC(=O)c1ccc(NC(=O)c2cn(-c3cccc(C)n3)cn2)cc1
54	CC1CN(C(=O)CSc2nc(-c3ccc(F)cc3)cs2)CC(C)O1 (stereo unspecified)
Compound	49	50	51	52	53	54
FXIa inh 1536	0	8	-3	-1	4	16
Furin inhibitor	-14[20 µM]	-18	-33	-4	-19	-24[20 µM]
FXIIa inh 1536	11	17	6	9	5	25
p97 inhibitor	-4	-1	2	1	5	-1
PERK inhibitor	-1.1	-0.4	1.0	1.4	2.6	-1.0
KCC2 mod	x	x	0.76	0.058	x	-1.4
Wee1 stabilizer	0	1	-2	1	-2	3
thrombin 1536	-4	-6	3	-2	2	-1
KLK5 inh	1	-15	0	-2	-5	-13

From no. 51 to 54, copied from above:
51	COC(=O)c1ccc(C2OCC(C)(C)CO2)cc1
52	COc1ccc(/C=N/Nc2ccccn2)cc1OC
53	COC(=O)c1ccc(NC(=O)c2cn(-c3cccc(C)n3)cn2)cc1
54	CC1CN(C(=O)CSc2nc(-c3ccc(F)cc3)cs2)CC(C)O1 (stereo unspecified)
Compound	51	52	53	54
FXIa inh 1536	-3	-1	4	16
Furin inhibitor	-33	-4	-19	-24[20 µM]
FXIIa inh 1536	6	9	5	25
p97 inhibitor	2	1	5	-1
PERK inhibitor	1.0	1.4	2.6	-1.0
KCC2 mod	0.76	0.058	x	-1.4
Wee1 stabilizer	-2	1	-2	3
thrombin 1536	3	-2	2	-1
KLK5 inh	0	-2	-5	-13
